Screens as filed in PubChem BioAssay.
aSyn tox rescue: qHTS of alpha-syn Inhibitors: NCGC Sytravon Library Screen; S. cerevisiae alpha-synuclein toxicity rescue, BacTiter-Glo growth, 24 h; Potency, µM (highest dose often 46.1 µM), without a hit: at the highest dose growth rescue (activation), most hits filed as activators; 94,000 compounds, 0.02% hits; active = well fitted activation curve with a large enough effect; note: 0% is about no effect
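Growth restoration measured by BacTiter-Glo luminescence after 24 hr at 30 deg C; alpha-synuclein yeast, raffinose-pregrown to mid-log, were added at OD600=0.02 in galactose medium onto pinned compounds.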
Active calls of the source: *; & = joins results of further samples. Potency is the fitted concentration of half-maximal effect. Some of the compounds tested (hit frequency here may not be typical).

item | compound | aSyn tox rescue
1 | Cc1cc(-c2ccccc2)n2nc(-c3ccccc3)cc2n1 | 5%
2 | COc1cccc(NC(=O)c2oc3ccccc3c2NC(=O)c2ccc(OC(C)C)cc2)c1 | -5%
3 | COc1ccccc1N(C)S(=O)(=O)c1ccc(C(=O)NC2CCCCCC2)cc1 | 7%
4 | CC1=C(C(=O)Nc2ccc(C)cc2C)C(c2ccc(C(=O)O)cc2)n2nc(SCc3ccccc3)nc2N1 (configuration not stated) | -2%
5 | CC(C)Cc1nnc(NC(=O)CCNC(=O)c2ccco2)s1 | 1%
6 | COc1ccc(-c2csc3ncnc(N4CCN(C(=O)c5ccco5)CC4)c23)cc1 | 24%
7 | CCOc1ccccc1CNC(=O)CCc1c(C)nn(-c2ccc(N3CCOCC3)nn2)c1C | 4%
8 | O=C(c1ccco1)n1nc(-c2cccnc2)nc1NCc1ccco1 | 7%
9 | N#Cc1c(NC(=O)CSc2nc(N)cc(=O)[nH]2)sc2c1CCCC2 | 5%
10 | COc1cc(C(=O)Nc2ccc3oc(-c4ccc(C)c(Br)c4)nc3c2)cc(OC)c1OC | -7%
11 | CSc1cccc(NC(=O)c2ccc(CN3CCc4ccccc4C3)cc2)c1 | 8%
12 | Cc1ccc(C)c(S(=O)(=O)c2nnn3c2nc(Nc2ccc(F)c(Cl)c2)c2sccc23)c1 | -1%
13 | C[C@@H]1CN([C@@H](C)CO)C(=O)CCCn2nncc2CO[C@@H]1CN(C)S(=O)(=O)c1ccc(Oc2ccccc2)nc1 | 6%
14 | O=C(COC(=O)C1CCN(c2ccc(C(F)(F)F)cn2)CC1)c1ccc(F)cc1 | -13%
15 | Nc1nc(Cl)cc(Oc2ccccc2F)n1 | -2%
16 | Nc1cccc2c1C(=O)N(C(=O)/C=C/c1cccc(Br)c1)C2=O | 12%
17 | Cc1ccc(Cn2c(C(=O)O)c(CNC3CCCCCC3)c3ccc(C)cc32)cc1 | 2%
18 | O=C(c1ccc(S(=O)(=O)N2CCCCC2)cc1)N(c1ccccn1)C1CCCCC1 | 10%
19 | COc1ccccc1C(=O)NNC(=O)Cc1ccccc1 | -10%
20 | CCc1nc(NCc2cccs2)c2nnn(Cc3ccccc3)c2n1 | 2%
21 | COc1ccc(S(=O)(=O)CC2(O)CCN(C(=O)C(C)(C)C)CC2)cc1 | -3%
22 | O=C(NC(=S)Nc1ccc(N2CCOCC2)cc1)c1ccccc1 | -4%
23 | CC1(C)C2CCC1(C)C(OC(=O)c1ccc(O)cc1)C2 (configuration not stated) | -1%
24 | Cc1nn(C)c2c1c(C(F)(F)F)cc(=O)n2CC(=O)N1CCC(C)CC1 | 12%
25 | CSc1ncc2c(n1)-c1ccccc1N(Cc1ccc(F)cc1)S2(=O)=O | -2%

The last 4 records of the section before open the next one:
item | compound | aSyn tox rescue
22 | O=C(NC(=S)Nc1ccc(N2CCOCC2)cc1)c1ccccc1 | -4%
23 | CC1(C)C2CCC1(C)C(OC(=O)c1ccc(O)cc1)C2 (configuration not stated) | -1%
24 | Cc1nn(C)c2c1c(C(F)(F)F)cc(=O)n2CC(=O)N1CCC(C)CC1 | 12%
25 | CSc1ncc2c(n1)-c1ccccc1N(Cc1ccc(F)cc1)S2(=O)=O | -2%
26 | Cc1noc(C)c1NC(=O)N(C)C[C@@H]1OCc2cnnn2CCCC(=O)N([C@H](C)CO)C[C@@H]1C | -1%
27 | CC1(C)CN=c2s/c(=C\c3ccc(Cl)cc3)c(=O)n2C1 | 6%
28 | Cc1ccc(-c2csc(=Nc3ccccc3)n2Cc2ccc3c(c2)OCO3)cc1C | -18%
29 | Cc1cc(NC(=O)CSc2nc3c([nH]c4ccccc43)c(=O)n2-c2ccc(Cl)cc2)no1 | 4%
30 | CCOC(=O)c1c(N=CN(C)C)c2cc([N+](=O)[O-])cnc2n1C | -2%
31 | COc1ccccc1N(CC1CO1)S(=O)(=O)c1ccccc1 (configuration not stated) | -3%
32 | CCOc1ccc(NC(=O)CC2C(=O)N(c3ccccc3)C(=O)N2C2CCCCC2)cc1 (configuration not stated) | 3%
33 | COC(=O)c1ccccc1NC(=O)Cn1c(=O)cc(-c2ccccc2)c2c(C)nn(C)c21 | 4%
34 | Cc1cc(C)cc(NC(=S)NC(=O)Cc2ccccc2)c1 | 7%
35 | C[C@@H]1CN([C@H](C)CO)C(=O)CCCn2nncc2CO[C@H]1CN(C)S(=O)(=O)c1ccccc1 | 7%
36 | Cn1c(=NN=Cc2ccccc2OCCO)sc2ccccc21 | -2%
37 | Cc1cc(=O)oc2cc(OC(C)C(=O)NC3CCCC3)ccc12 (configuration not stated) | -4%
38 | CCC(=O)Nc1nonc1-c1nc2ccccc2n1Cc1ccc(Cl)c(Cl)c1 | -2%
39 | COc1cc2ccc(CC(N)=O)cc2cc1OC | -8%
40 | CCC(=O)N(Cc1cc2cc(OC)ccc2[nH]c1=O)c1ccccc1OC | 5%
41 | Cn1c(=O)c2c(-c3ccccc3Br)n(CCc3ccccc3)cc2n(C)c1=O | 4%
42 | Cn1c(=O)c2sccc2n2c(CCC(=O)NCc3ccccc3Cl)nnc12 | -11%
43 | NC(=O)c1cccc2cc3ccccc3cc12 | 2%
44 | COc1ccc(C(=O)N2CCN(CCc3ccccn3)CC2)cc1 | -1%
45 | CCOCCOC(=O)c1[nH]c2c(c1C)C(=O)CC(c1cccs1)C2 (configuration not stated) | 2%
46 | O=C(CN1C(=O)CCn2nc(-c3ccccc3)cc21)NCc1ccc(F)cc1 | -7%
47 | COc1cc(NC(=O)c2c(C)oc3c2C2=NCCN2C=N3)cc(OC)c1OC | -8%
48 | Cc1ccc2c(c1)N(C(=O)CCC(=O)N1CCN(c3ccccc3)CC1)CCO2 | 3%
49 | CCN1C(C(=O)c2ccccc2)=C(OC(=O)c2ccccc2OC)c2ccccc2S1(=O)=O | 1%
50 | O=C(C1CCCCC1)N(Cc1cccnc1)c1nc2ccc(Cl)cc2s1 | 15%

Continuation:
item | compound | aSyn tox rescue
51 | CCc1nn(CC(=O)NCCCOC)c(=O)c2cc3ccccc3n12 | 1%
52 | Cc1cc(C)c(/C=N/NC(=O)c2nnn(-c3nonc3N)c2CN2CCC(C)CC2)c(C)c1 | 7%
53 | CS(=O)(=O)c1ccc(Cl)c(NC(=O)CCCSc2ccccc2)c1 | 13%
54 | Cc1ccc(N2CCN(C(=O)Nc3cn(CC(C)C)c(=O)c4ccccc34)CC2)c(C)c1 | -8%
55 | O=C(Cc1cccs1)NCCc1csc(-c2ccccc2)n1 | 14%
56 | C/C=C/c1ccc(OCC(=O)O)c(OC)c1 | 0%
57 | OCCNc1c2ccccc2nc2c(F)c(F)c(F)c(F)c12 | -7%
58 | Cc1ccc(NC(=O)Cn2nnc(-c3nc(-c4ccc(Cl)cc4)no3)c2N)cc1C | -3%
59 | COc1ccc(CNC(=O)CCNS(=O)(=O)c2ccc3c(c2)oc(=O)n3C)cc1 | -4%
60 | CC1(C)CC[C@]2(C(=O)O)[C@H](O)C[C@]3(C)C(=CCC4[C@@]5(C)C[C@H](O)[C@H](O)[C@@](C)(CO)C5CC[C@]43C)[C@@H]2C1 (some centres not stated) | 2%
61 | COC(=O)C1=C(C)N=C2SCCC(=O)N2C1c1ccc(OCc2ccccc2)c(OC)c1 (configuration not stated) | 7%
62 | O=C(COC(=O)c1cc(Br)ccc1O)NNC(=O)c1ccc(Cl)cc1 | 4%
63 | Cc1cccc(Nc2nnc(SCC(=O)Nc3ccc(C(=O)O)cc3)s2)c1 | 12%
64 | COc1ccc(OC)c(NC(=O)CN2CCCN(Cc3ccccc3Cl)S2(=O)=O)c1 | 0%
65 | COc1cc2cc(-c3ccc(OC)c(OC)c3C)nc(N)c2cc1OC | 4%
66 | CC(C)Cn1c(=O)c2sccc2n2c(CCCC(=O)NC3CCN(Cc4ccccc4)CC3)nnc12 | 8%
67 | COc1ccc(CNC(=O)c2ccc(NC(=O)N3CCSc4ccccc43)cc2)cc1 | 3%
68 | CCN(CC(=O)NC(C)C)C(=O)C(CCSC)NC(=O)c1ccccc1OC (configuration not stated) | 1%
69 | COc1ccc(-n2c(=O)c3c4c(sc3n(CC(=O)N3CCCCC3C)c2=O)CCC4)c(OC)c1 (configuration not stated) | 3%
70 | COc1ccc(OCC(=O)OCc2cc(=O)n3nc(C4CCCCC4)sc3n2)cc1 | 2%
71 | CCOC(=O)CNC(c1ccccc1)c1cc(Br)ccc1NC(=O)c1ccc(Cl)cc1 (configuration not stated) | 2%
72 | CCOCCCNC(=O)C1CCCN1C(=O)Nc1ccccc1[N+](=O)[O-] (configuration not stated) | 9%
73 | CCCNC(=O)c1ccc(-n2c(-c3ccccc3)cc3c2CCCCC3)cc1 | -2%
74 | CCOC(=O)C(NC(=O)c1cccc(Cl)c1)(OCc1ccc(F)cc1)C(F)(F)F (configuration not stated) | -12%
75 | CCN(CC)C(=O)CSc1nc(-c2ccc(C)cc2)nc2c1Cc1c(CO)cnc(C)c1O2 | -8%

(cont.)
item | compound | aSyn tox rescue
76 | CC(=O)c1c(C)oc2c1cc(NS(=O)(=O)c1ccc(Cl)c(C)c1)c1ccccc12 | -13%
77 | Cc1ccc(S(=O)(=O)N2CCC(C(=O)OCc3ccccc3)CC2)cc1C | -1%
78 | Cc1cccc(Nc2nnc(-n3nc(C)cc3C)c3ccccc23)c1 | 3%
79 | Cc1ccc(S(=O)(=O)c2cnc(SCC(=O)Nc3ccc4c(c3)OCCO4)[nH]c2=O)cc1Cl | -7%
80 | COc1ccc(Br)cc1S(=O)(=O)Nc1cccc(C)n1 | -1%
81 | O=C(Nc1nnc(C2CC(=O)N(c3ccc(Cl)cc3)C2)s1)c1ccco1 (configuration not stated) | -6%
82 | CSc1ccc(CN(C)C(=O)c2ccc(S(=O)(=O)Nc3ccccc3)cc2)cc1 | 1%
83 | COC(=O)C1=C(C)Nc2nc3ccccc3n2C1c1ccccc1F (configuration not stated) | -1%
84 | CCN1CCN(c2nc3c(c(=O)[nH]c(=O)n3C)n2CCSc2nc3ccccc3s2)CC1 | 2%
85 | CC(C)(C)C(=O)NC(=S)Nc1ccccc1C(=O)NC1CCCCC1 | 6%
86 | Cc1cccc(-c2noc(CNC(=O)c3ccco3)n2)c1 | 3%&-9%
87 | COc1ccc(NC(=S)Nc2cccc(C(C)=O)c2)cc1OC | -6%
88 | Cc1ccc(C)c(NC(=O)CSc2ncc3c(n2)-c2ccccc2N(Cc2ccccc2C)S3(=O)=O)c1 | 7%
89 | COc1ccc(CCNS(=O)(=O)CCNC(=O)c2ccc(OC)cc2)cc1 | 6%
90 | CN(C)c1ccc(CNC(=O)Cn2c(=O)oc3cc(S(=O)(=O)N4CCCCCC4)ccc32)cc1 | -11%
91 | CS(=O)(=O)N1N=C(c2ccco2)CC1c1ccccc1Cl (configuration not stated) | 5%
92 | CC(C)(C)c1ccc(OCCn2nc(C(=O)O)c3ccccc3c2=O)cc1 | -2%
93 | Cc1cccc(C(c2sc3nc(-c4ccco4)nn3c2O)N2CCN(Cc3ccccc3)CC2)c1 (configuration not stated) | -10%
94 | CCc1nn(CCCC(=O)N2CCN(c3cc(Cl)ccc3C)CC2)c(=O)c2cc3occc3n12 | 2%
95 | COc1cc(Cl)c(CC(=O)c2c[nH]c3ccccc23)cc1OC | -9%
96 | N#CNC(=Nc1ccccc1)SCc1ccc(C(=O)O)cc1 | 6%
97 | O=C(O)CC(CC(=O)Nc1ccc(-n2ccc(C(F)(F)F)n2)cc1)c1ccccc1 (configuration not stated) | 6%
98 | COc1ccc(N2CCN(S(=O)(=O)c3ccc(-c4coc(C)n4)cc3)CC2)cc1 | 4%
99 | CSCCC(NS(=O)(=O)c1ccc(F)cc1)C(=O)NCc1ccc(S(N)(=O)=O)cc1 (configuration not stated) | 2%
100 | O=C(CSc1ccc(F)cc1)NCC1(N2CCOCC2)CCCCC1 | -6%

More results
item | compound | aSyn tox rescue
101 | COc1ccccc1NC(=O)Cn1c(=O)n(-c2ccc(C)cc2)c(=O)c2ccc(C(=O)NCc3ccco3)cc21 | 4%
102 | COC(=O)CSc1nnc(CNC(=O)c2cc(OC)cc(OC)c2)n1-c1ccc(F)cc1 | -13%
103 | Cc1ccc(C)c(CN2C(=O)c3ccccc3S(=O)c3ccc(C(=O)NCCC4=CCCCC4)cc32)c1 (configuration not stated) | -2%
104 | CN1CCc2c(sc3c2C(=O)NC(c2ccc(C(C)(C)C)cc2)N3)C1 (configuration not stated) | 3%
105 | Cc1ccc2nc(-c3ccc(Cl)c(NC(=O)COc4ccc(C(C)C)cc4)c3)oc2c1 | 0%
106 | O=C(Nc1ccc(F)cc1F)c1ccc(-n2cnnc2)cc1 | -3%
107 | CCn1c(=O)cc(SCC(=O)Nc2cc(Cl)ccc2OC)c2ccccc21 | 29%
108 | O=C(CCN1CCN(CCO)CC1)Nc1cccc(Br)c1 | -7%
109 | Cc1nc(-c2ccc(NC(=O)c3ccccc3C)cc2)cs1 | -24%
110 | CCOC(=O)C1=C(O)C(=O)N(CCCn2ccnc2)C1c1ccc(C)cc1 (configuration not stated) | 9%
111 | COc1ccc2oc(-c3cccc(NC(=O)c4ccc(C#N)cc4F)c3)nc2c1 | 6%
112 | Cc1ccc(NC(=O)CN2C(=O)COc3ccc(S(=O)(=O)N4CCCCC4)cc32)cc1Cl | 0%
113 | COc1ccccc1N1CCN(c2ncnc3c2nc2n3CCCC2)CC1 | 7%
114 | COc1ccc(NC(=O)C2CCC(=O)N2S(=O)(=O)c2ccc(C)cc2)cc1Cl (configuration not stated) | 0%
115 | CCOC(=O)CN1C(=O)NC2(CCCc3ccccc32)C1=O (configuration not stated) | 0%
116 | COc1ccc(CNC(=O)Cc2c(C)c3cc4c(C)coc4cc3oc2=O)cc1 | -2%
117 | COc1ccc(NC(=O)Cn2c(=O)n(Cc3ccco3)c(=O)c3oc4ccccc4c32)cc1Cl | -10%

Values by screen from above.
aSyn tox rescue for nos. 109 to 115: -24%, 9%, 6%, 0%, 7%, 0%, 0%

Quoted at random: 4 compounds from above
item | compound | aSyn tox rescue
106 | O=C(Nc1ccc(F)cc1F)c1ccc(-n2cnnc2)cc1 | -3%
107 | CCn1c(=O)cc(SCC(=O)Nc2cc(Cl)ccc2OC)c2ccccc21 | 29%
115 | CCOC(=O)CN1C(=O)NC2(CCCc3ccccc32)C1=O (configuration not stated) | 0%
116 | COc1ccc(CNC(=O)Cc2c(C)c3cc4c(C)coc4cc3oc2=O)cc1 | -2%
